PriA SSB inh – blocks PriA binding to SSB C-terminal tail; AID 1272365; inhibition, % at 33 µM; 430,000 tested, 0.6% active; AlphaScreen SSBct-PriA binding, biotinylated peptide; in the data active = inhibition mostly above about 37%, no sharp cut-off; inactive = mostly below about 20%;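 also: plate controls were negative control peptide for no effect and reference peptide for full effect; strong numbers were not always called active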
CCHF vOTU inh – CCHFV vOTU protease inhibition | Pep-AMC fluorescence | inhibition, % at 11.5 µM | 370,000 tested, 0.55% active; in the data active = inhibition above about 30%; also: 0% = vehicle wells with enzyme and 100% = no enzyme wells
Rv3671c inh – inhibits the M. tuberculosis serine protease Rv3671c; P9WHR9; 320,000 tested, 0.048% active; inhibition, % at 5.96 µM; AID 2606; in the data active = inhibition above about 38%;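 also: extracellular domain of Rv3671c used as enzyme; 0% = enzyme with DMSO and 100% = no enzyme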
Target sequence (P9WHR9 whole entry, looked up, the tested form may be a part): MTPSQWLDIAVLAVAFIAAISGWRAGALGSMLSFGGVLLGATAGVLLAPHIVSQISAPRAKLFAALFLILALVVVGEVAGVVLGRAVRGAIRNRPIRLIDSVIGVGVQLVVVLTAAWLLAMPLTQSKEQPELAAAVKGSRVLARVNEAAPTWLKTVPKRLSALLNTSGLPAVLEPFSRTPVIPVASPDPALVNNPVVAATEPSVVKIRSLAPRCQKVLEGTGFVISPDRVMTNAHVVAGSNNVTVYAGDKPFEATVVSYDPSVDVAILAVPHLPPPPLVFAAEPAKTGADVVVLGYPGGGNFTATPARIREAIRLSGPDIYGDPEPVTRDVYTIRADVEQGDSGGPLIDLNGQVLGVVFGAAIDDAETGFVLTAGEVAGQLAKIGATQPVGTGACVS
VHR inh abs – inhibitors of human VHR1 phosphatase (DUSP3). inhibition, % at 13.3 µM. P51452. recombinant VHR phosphatase, pNPP absorbance. 290,000 tested, 0.52% active; in the data active = inhibition above about 50%; also: some compounds called inactive have numbers as strong as hits
Target sequence (P51452 whole entry, looked up): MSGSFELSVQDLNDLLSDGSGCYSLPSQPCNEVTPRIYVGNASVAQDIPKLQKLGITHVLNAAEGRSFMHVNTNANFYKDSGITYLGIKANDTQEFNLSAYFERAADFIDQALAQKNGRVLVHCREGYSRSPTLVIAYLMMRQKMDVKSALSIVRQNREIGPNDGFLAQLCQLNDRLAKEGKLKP
MazEF act – increases E. coli MazEF RNase cleavage of RNA; P0AE70; FAM/BHQ RNA-DNA oligo cleavage fluorescence, 5 h; activation, % at 20 µM; 350,000 tested, 0.32% active; AID 504720; in the data active = activation above about 50%
Target sequence (P0AE70 whole entry, looked up): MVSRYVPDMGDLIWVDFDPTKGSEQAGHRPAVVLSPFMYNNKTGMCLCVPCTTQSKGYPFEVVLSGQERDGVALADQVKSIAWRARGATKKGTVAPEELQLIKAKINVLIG
PrPC surface inh – cell surface PrPC inhibition, primary TR-FRET screen; P04156; TR-FRET read-out; inhibition, % at 13.8 µM; 370,000 tested, 0.43% active; in the data active = inhibition above about 24%; also: 0% = median of the test wells and 100% = reference compound wells
SARS 3CLpro inh – SARS-CoV 3CLpro protease inhibition | P0C6X7 | recombinant SARS-CoV 3CLpro, quenched FRET peptide cleavage | 290,000 tested, 0.14% active | inhibition, % at 6 µM; in the data active = inhibition above about 12%
Yp Topo-I inh – blocks Yersinia pestis topoisomerase I activity; activity, % at 10 µM; Y. pestis Topo-I cleavage product accumulation, plate reader; 360,000 tested, 0.064% active; AID 504884; in the data active = activity above about 50%, passing the limit was not always enough; also: inactives centre near 2
TcdB inh – TcdB glycohydrolase inhibition; inhibition, % at 9.99 µM; 350,000 tested, 0.24% active; TcdB glycohydrolase enzymatic assay, plate reader; P18177; AID 652162; in the data active = inhibition above about 10%
BH1578 lux ind – inducers of Vibrio cholerae quorum light production without autoinducers; V. cholerae BH1578 lux reporter, luminescence, 6 h; 350,000 tested, 0.16% active; AID 588436; activation, % at 18.7 µM; in the data active = activation mostly above about 9.7%, no sharp cut-off; also: not every result past the cut was called active; inactives centre near 0; reference of the scale not given here
* = called active by the depositor; i = inactive; / = no result given; & = joins results of further samples. A portion of the library. The share of hits here may be higher or lower than overall.

SMILES	PriA SSB inh	CCHF vOTU inh	Rv3671c inh	VHR inh abs	MazEF act	PrPC surface inh	SARS 3CLpro inh	Yp Topo-I inh	TcdB inh	BH1578 lux ind
NC(=O)c1ncn([C@@H]2O[C@H](CNCc3cccn3-c3ccncc3)[C@@H](O)[C@H]2O)n1	-4	23	/	/	0	3	/	-2	-0.7	-0.7
Cc1ccnc2nc(C(=O)OCC(=O)NC(=O)NCc3ccco3)nn12	-10	-8	-3	20	7	16	4	3	0.1	-0.3
COc1cc2c(cc1NC(=O)C(C)N1CCN(S(=O)(=O)c3ccc(C)c(C)c3)CC1)oc1ccccc12 (stereo unspecified)	-3	-3	-10	31	6	-4	4	7	/	i
COc1ccc(Cl)cc1-c1nc(SCC(=O)N(C)C2CCS(=O)(=O)C2)n[nH]1 (stereo unspecified)	1	10	5	/	10	0	/	2	0.9	i
CC(=O)c1cccc(Nc2nc(=O)c3cccnc3s2)c1	5	-2	-1	-21	8	5	-2	6	/	-2.9
Cc1cccc(NC(=O)c2oc(=O)c3ccccc3c2-c2ccccc2)c1C	-21	-21	-5	10	6	-5	5	4	/	i
C=CCN=c1scc(-c2ccccc2)n1/N=C/c1ccccn1	i	-5&10	-4	15	-5&2	4&-2	3	35&15	2.2&1.6	i
O=C(Nc1ccccc1N1CCN(C(=O)c2ccc(Cl)cc2)CC1)c1ccc(Br)cc1	-13	-10	-12	37	-8	-4	9	-5	/	-2.9
COc1ccccc1C(=O)Nc1ccc(CN2CCCCC2)cc1	3	3	0	23	-5	-7	-3	1	0.9	6.2
COc1cc(NCc2ccccc2)c2ncn(C(C)C)c2c1	20	10	-6	/	7	2	/	11	2.3	i
CS(=O)(=O)N(CC(=O)N1CCCC1)Cc1ccc(Cl)cc1	-18	-25	-5	-8	-1	3	-6	3	/	-0.3
CCC(=O)N1CCc2cc(S(=O)(=O)CCC(=O)Nc3nc(C)cs3)ccc21	3	-3	-2	16	-17	4	-8	1	/	/
CCOC(=O)c1cc(-c2ccccc2)sc1NC(=O)C(C)OC(=O)c1cccc(S(=O)(=O)N(C)C)c1 (stereo unspecified)	-6	-25	2	-7	-5	-2	5	8	/	-0.2
CCN(CC)S(=O)(=O)c1ccc2[nH]c(=O)cc(C(=O)N(C)C3CCS(=O)(=O)C3)c2c1 (stereo unspecified)	-3	3	8	/	-2	1	/	-3	0.8	i
CS(=O)(=O)c1ccc(Cl)c(S(=O)(=O)NCc2ccccc2)c1	-1	-14	-9	-8	10	2	4	-7	/	i
CN(CC(=O)Nc1ccccc1Cl)C(=O)COC(=O)Cc1c(F)cccc1Cl	-24	-10	1	10	3	4	-1	-5	0.5	0.4
CCN(CC)C(=O)CSc1nc(C)cc(C)c1C#N	-19	-4	2	15	4	-2	-3	16	1.5	-0.3
C#CCOCCOCCOCCNc1nc(N2CCN(C(=O)[C@H](CCCN=C(N)N)n3cc(C(N)[C@@H](C)CC)nn3)CC2)nc(N2CCN(C(=O)[C@H](CCC(=O)O)n3cc([C@@H](N)[C@H](C)CC)nn3)CC2)n1 (stereo partly specified)	-11	3	2	/	14	-1	/	2	-0.4	-1.9
C=CCOc1cccc(CNc2ccc3[nH]c(=O)[nH]c3c2)c1	22	-1	4	7	1	5	-5	-1	24*	7.5
O=C(Nc1ccc2ccccc2c1)c1cccc2ccccc12	-19	3	/	/	0	-1	/	-3	1.3	i

The final 2 compounds of the part before are carried over, then new ones follow:
SMILES	PriA SSB inh	CCHF vOTU inh	Rv3671c inh	VHR inh abs	MazEF act	PrPC surface inh	SARS 3CLpro inh	Yp Topo-I inh	TcdB inh	BH1578 lux ind
C=CCOc1cccc(CNc2ccc3[nH]c(=O)[nH]c3c2)c1	22	-1	4	7	1	5	-5	-1	24*	7.5
O=C(Nc1ccc2ccccc2c1)c1cccc2ccccc12	-19	3	/	/	0	-1	/	-3	1.3	i
Cc1ccc(NC(=S)N(CCN(C)C)C(C)c2ccco2)c(C)c1 (stereo unspecified)	1	-10	-1	15	2	3	-2	1	1.1	i
CCCCC(=O)Nc1ccc2c(c1)nc(CCNC(=O)c1ccco1)n2C	-4	-3	-6	8	4	-3	-2	8	0.3	i
Oc1ccc(/C=N/Nc2nc(N3CCCC3)nc(N3CCCC3)n2)cc1O	/	8	-1	34	9	-8	1	13	21*	i
Cc1cc(C(=O)Nc2c[nH]c(=O)[nH]c2=O)ccc1[N+](=O)[O-]	-7	-1	-4	13	8	-4	-2	-9	1.7	-0.3
COc1ccc(/C=C/C(=O)OCC(=O)N(C)c2c(N)n(Cc3ccccc3)c(=O)[nH]c2=O)cc1OC	-12	1	/	/	4	-15	/	1	0.5	i
CCn1nc(NC(=O)c2ccco2)c2cc3ccccc3nc21	-26	-17	-1	25	-9	-44	-4	2	/	40*
O=C(O)c1cccnc1C(=O)c1ccccc1	0	-1	-1	/	13	-4	/	-9	-0.3	i
O=C(O)CCN1CCOCC1	-3&-5&-2	2	6	12	-6	-4	4	2	/	0.7
CC(=O)c1ccc(OC(C)C(=O)OCC(=O)NCCc2ccccc2)cc1 (stereo unspecified)	-14	10	-1	/	6	-2	/	6	-0.7	-0.6
CC1CC(C)C(=O)C(C(CC2CC(=O)NC(=O)C2)OC(=O)CC(=O)c2ccccc2)C1 (stereo unspecified)	-7	-18	/	/	0	85*	/	6	-1.4	-11
CCCCC1=CC2=CC(=O)C(C)(OC(=O)CC)C(=O)C2=CN1C1CCCCC1 (stereo unspecified)	6	6	0	0	1	-1	/	-4	0.0	-0.1
O=C(Nc1ccc(S(=O)(=O)N2CCN(Cc3ccccc3)CC2)cc1)c1cnccn1	0	-1	-3	9	0	6	-4	13	/	i
COc1nnc(-c2ccc(C)c(S(=O)(=O)N(C)C)c2)c2ccccc12	1	-11	/	1	10	-9	2	7	2.7	-1.2
O=C(NCCCN1CCCC1)c1ccc(CS(=O)(=O)c2ccc(Br)cc2)o1	5	10	-2	17	-1	-4	5	6	1.9	-0.3
Cc1c(NC(=O)C(C)c2ccc(CC(C)C)cc2)c(=O)n(-c2ccccc2)n1C (stereo unspecified)	7	-5	1	2	-3	-1	7	2	/	-0.3
NS(=O)(=O)c1cccc(NC(=O)c2ccc(NS(=O)(=O)c3cccc([N+](=O)[O-])c3)cc2)c1	14	6	-8	/	5	-10	/	-7	12*	i
COc1ccc(NC(=O)N(C)C[C@H]2Oc3c(NC(=O)C4CCCCC4)cccc3C(=O)N([C@H](C)CO)C[C@@H]2C)cc1	-10	-3	4	/	6	7	/	9	0.9	-6.2
CCC1(C)Cc2ccccc2C(Nc2c(C)n(C)n(-c3ccccc3)c2=O)=N1 (stereo unspecified)	-6	-13	5	43	12	0	6	4	/	i
O=C1OC(c2cccs2)=N/C1=C/c1ccc(-c2cccc(C(=O)O)c2)o1	-14	16	/	3	-113	0	4	-7	5.9	-0.2
O=c1c2cc([N+](=O)[O-])ccc2nc2n1CCCC2	-2	-1	-4	42	6	-40	-2	1	0.8	-0.9
Cc1ccc(S(=O)(=O)NNC(=O)NC23CC4CC(CC(C4)C2)C3)cc1	-10	2	-8	-7	10	-2	0	17	-0.2	i
O=C(Nc1cccc(-n2cnnn2)c1)C1CCCN(Cc2cccc(C(F)(F)F)c2)C1 (stereo unspecified)	-6	2	/	4	4	3	-3	-7	0.3	-0.4
COCCCN(C(=O)c1cc2c(s1)CCC2)c1c(N)n(Cc2ccccc2)c(=O)[nH]c1=O	-12	-3	-7	0	2	3	1	0	/	i
Cc1nc(S(=O)(=O)c2ccc(Br)cc2)nc2c1CCC2	0	-2	4	12	2	4	-3	5	3.0	-0.3
O=C(N(Cc1ccccc1)c1ccccn1)C12CC3CC(CC(C3)C1)C2	-27	6	-7	-2	5	2	1	31	/	i
COc1ccc(CSc2nnc3[nH]c(=O)cc(N)n23)cc1	-22	-10	-4	-2	-26	-2	0	-3	-0.2	-0.9
COc1cccc(C2CC(c3cccs3)=NN2C(=O)c2ccco2)c1O (stereo unspecified)	4	8	-12	16	-1	-3	5	27	1.1	-0.5
C=CC(=O)NC(NC(=O)C=C)c1ccc(Br)cc1	-3	7	14	27	2	0	-3	-1	/	i
O=S1(=O)C[C@@H](N2CCC(Cc3ccccc3)CC2)[C@H](COCc2ccccc2)N1	/	13	/	/	6	1	/	3	0.4	-0.7
Cn1c(SCC(=O)NNC(=O)Nc2ccc(Cl)cc2)nnc1-c1ccccc1	2	8	2	18	5	-1	-1	/	0.1	/
O=C(Nc1ccc(F)cc1)C1CC(=O)n2c(nc3ccccc32)N1 (stereo unspecified)	-1	10	-6	3	1	-4	3	3	/	1.0
Cc1ccc(N(Cc2ccccc2)C(=O)c2ccc(S(=O)(=O)N3CCOCC3)cc2)cc1	10	4	10	/	-3	-1	/	41	2.4	i
CC(C)(C)OC(=O)[C@H](Cc1ccccc1)NC(=O)c1[nH]cnc1C(=O)Nc1ccc(Cl)cc1	-5	31*	-58	15	-29	8	/	15	-0.2	-0.9
O=P1(NC2CCCC2)OCC2(CO1)COP(=O)(NC1CCCC1)OC2 (stereo unspecified)	2	-1	/	/	16	-5	/	1	1.4	-15
COc1ccc(-n2c(CCC(=O)O)ccc2-c2ccc(F)cc2)c(OC)c1	18	6	0	14	-8	7	3	3	0.0	-0.4
O=C(NCC1(N2CCOCC2)CCCCC1)c1cccc(S(=O)(=O)N2CCc3ccccc3C2)c1	-2	-9	-1	22	-16	-4	-2	-2	0.9	2.1
c1ccc(CCCNc2ncccn2)cc1	-13	-5	-2	-14	6	3	-2	0	/	3.3
O=C(C1CCN(S(=O)(=O)c2ccc(Cl)cc2)CC1)N1CCCCCCC1	-5	-5	0	1	5	5	3	25	-0.3	i

Of the compounds above, these have a Cl atom.
SMILES	PriA SSB inh	CCHF vOTU inh	Rv3671c inh	VHR inh abs	MazEF act	PrPC surface inh	SARS 3CLpro inh	Yp Topo-I inh	TcdB inh	BH1578 lux ind
COc1ccc(Cl)cc1-c1nc(SCC(=O)N(C)C2CCS(=O)(=O)C2)n[nH]1 (stereo unspecified)	1	10	5	/	10	0	/	2	0.9	i
O=C(Nc1ccccc1N1CCN(C(=O)c2ccc(Cl)cc2)CC1)c1ccc(Br)cc1	-13	-10	-12	37	-8	-4	9	-5	/	-2.9
CS(=O)(=O)N(CC(=O)N1CCCC1)Cc1ccc(Cl)cc1	-18	-25	-5	-8	-1	3	-6	3	/	-0.3
CS(=O)(=O)c1ccc(Cl)c(S(=O)(=O)NCc2ccccc2)c1	-1	-14	-9	-8	10	2	4	-7	/	i
CN(CC(=O)Nc1ccccc1Cl)C(=O)COC(=O)Cc1c(F)cccc1Cl	-24	-10	1	10	3	4	-1	-5	0.5	0.4
Cn1c(SCC(=O)NNC(=O)Nc2ccc(Cl)cc2)nnc1-c1ccccc1	2	8	2	18	5	-1	-1	/	0.1	/
CC(C)(C)OC(=O)[C@H](Cc1ccccc1)NC(=O)c1[nH]cnc1C(=O)Nc1ccc(Cl)cc1	-5	31*	-58	15	-29	8	/	15	-0.2	-0.9
O=C(C1CCN(S(=O)(=O)c2ccc(Cl)cc2)CC1)N1CCCCCCC1	-5	-5	0	1	5	5	3	25	-0.3	i
